High-throughput results from PubChem.
PGK inhibitor = T. brucei PGK inhibition | P07378 | PGK/GAPDH coupled, Kinase-Glo luminescence, 60 min | Potency, µM (highest dose often 57.5 µM), inactives show top-dose activity change, negative = inhibition, actives largely listed as inhibitors | actives 0.043% (n = 380,000); further: potency means the concentration at half of the fitted maximal effect; on the % scale 0 is the no-effect control and ±100 the full control effect; nearly all actives have a fitted effect of over 60% in size
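Luminescent ATP detection (Kinase-Glo Plus) follows a 60-minute room-temperature incubation, with wells lacking PGK as controls. Buffer: 100 mM TEA (pH 7.6), 5 mM MgCl2, 0.01% Tween-20. Coupling enzyme GAPDH (100 nM final) supplies unstable 1,3-BPG in-well.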
Pol beta inh = inhibitors of human DNA polymerase beta; Potency, µM (series often up to 114 µM), without a hit: at the highest dose activity change, negative = inhibition, usual class: inhibitors; actives 1.3% (n = 340,000); AID 485314; Pol beta primer extension/strand displacement, fluorescence kinetic; P06746; further: potency means the concentration at half of the fitted maximal effect; on the % scale 0 is the no-effect control and ±100 the full control effect
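Enzyme-only controls used 10 nM Pol beta; buffer lacking enzyme served as negative control. Compound preincubated 15 min, then 50 nM substrate added; 0 and 10 min reads at room temperature.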
Pol eta inh = inhibitors of human DNA polymerase eta; recombinant Pol eta, fluorescent DNA replication assay; Q9Y253; actives 1.2% (n = 390,000); Potency, µM (top dose mostly 114 µM), for the others: top-dose activity change, negative = inhibition, actives largely listed as inhibitors; further: potency means the concentration at half of the fitted maximal effect; on the % scale 0 is the no-effect control and ±100 the full control effect
Target sequence (Q9Y253 whole entry, looked up): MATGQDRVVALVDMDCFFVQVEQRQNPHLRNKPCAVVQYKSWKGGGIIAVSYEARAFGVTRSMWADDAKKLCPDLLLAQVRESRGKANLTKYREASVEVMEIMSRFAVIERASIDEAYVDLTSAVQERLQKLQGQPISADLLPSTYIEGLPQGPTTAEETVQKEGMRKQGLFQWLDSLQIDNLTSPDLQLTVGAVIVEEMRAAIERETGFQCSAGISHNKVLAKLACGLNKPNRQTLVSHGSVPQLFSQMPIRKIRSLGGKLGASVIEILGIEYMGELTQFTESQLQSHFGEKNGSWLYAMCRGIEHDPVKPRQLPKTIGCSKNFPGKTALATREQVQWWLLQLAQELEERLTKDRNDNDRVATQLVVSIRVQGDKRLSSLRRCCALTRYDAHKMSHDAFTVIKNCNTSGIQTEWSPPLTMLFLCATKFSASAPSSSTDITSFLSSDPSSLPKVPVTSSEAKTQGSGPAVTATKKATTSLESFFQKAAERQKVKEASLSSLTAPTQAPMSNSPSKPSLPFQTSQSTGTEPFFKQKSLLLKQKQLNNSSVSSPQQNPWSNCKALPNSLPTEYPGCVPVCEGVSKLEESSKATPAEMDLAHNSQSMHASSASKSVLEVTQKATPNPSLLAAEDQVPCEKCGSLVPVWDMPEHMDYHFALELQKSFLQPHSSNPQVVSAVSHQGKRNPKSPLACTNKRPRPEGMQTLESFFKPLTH
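Pol eta (10 nM) was preincubated with compounds for 15 min at room temperature, after which fluorescent replication substrate (50 nM final) was added to start the reaction. Fluorescence was read kinetically at 0 and 10 min.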
RXFP1 antag = blocks the human relaxin receptor RXFP1 | Q9HBX9 | HEK293-RXFP1, relaxin-stimulated cAMP HTRF, 30 min; active compounds read low | activity change, negative = inhibition, % at 57.5 µM | actives 0.59% (n = 350,000) | AID 1259400;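 active means activity change of -60% or lower, but not beyond a set lower limit; inconclusive means change between -60% and -40%, or beyond the set limit; inactive means change above -40%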; further: on the % scale 0 is the no-effect control and ±100 the full control effect
BLM helicase inh = inhibitors of human Bloom syndrome helicase BLM; recombinant BLM DNA unwinding, fluorescence dequenching; Potency, µM (doses to about 56.1 µM), inactives show at the top dose activity change, negative = inhibition, actives largely listed as inhibitors; actives 0.2% (n = 350,000); AID 2528;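 further: potency means the concentration at half of the fitted maximal effect; plate controls were vehicle for no effect and no enzyme for full effect; nearly all actives have a fitted effect of over 35% in size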
Pol kappa inh = DNA polymerase kappa (human) inhibition. purified Pol kappa, fluorescent DNA synthesis assay, 10 min. Potency, µM (top dose mostly 107 µM), for the others: at the top dose activity, negative = inhibition, usual class: inhibitors. actives 0.53% (n = 400,000). AID 588579; further: potency means the concentration at half of the fitted maximal effect; on the % scale 0 is the no-effect control and ±100 the full control effect
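10 nM Pol kappa preincubated 15 min at room temperature with compounds, then reaction started with substrate at 50 nM final. Fluorescence read kinetically at 0 and 10 min; buffer-only wells served as negative control.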
APEX1 inh = APE1 (human) endonuclease inhibition; P27695; recombinant APE1, TAMRA/BHQ-2 abasic DNA cleavage fluorescence; Potency, µM (highest dose often 65.8 µM), for the others: top-dose activity change, negative = inhibition, actives largely listed as inhibitors; actives 0.35% (n = 350,000);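 further: potency means the concentration at half of the fitted maximal effect; plate controls were vehicle for no effect and reference inhibitor for full effect; nearly all actives have a fitted effect of over 55% in size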
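Activity was derived from the fluorescence gain between first and third kinetic reads (60 s intervals, ex 525/em 598 nm) after 50 nM THF-abasic TAMRA/BHQ-2 duplex was added to 0.75 nM APE1 preincubated 15 min with compound.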
POLI inh = blocks human DNA polymerase iota activity. Q9UNA4. Pol iota fluorescent replication assay, 10 min. Potency, µM (series often up to 115 µM), inactives show at the top dose activity, negative = inhibition, usual class: inhibitors. actives 1% (n = 390,000); further: potency means the concentration at half of the fitted maximal effect
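Fluorescent replication assay read twice, at 0 min and 10 min after adding 50 nM (final) substrate. Enzyme (10 nM) and compounds were first incubated 15 min at room temperature; enzyme-free buffer wells were negative controls.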
Apoferritin bind = binds horse apoferritin like a general anesthetic. apoferritin/1-aminoanthracene competitive binding, fluorescence. AID 485281. P02791. actives 0.074% (n = 350,000). Potency, µM (top dose mostly 77.5 µM), inactives show at the top dose activity change, negative = displacement, hits mostly inhibitors; further: potency means the concentration at half of the fitted maximal effect; on the % scale 0 is the no-effect control and ±100 the full control effect; nearly all actives have a fitted effect of over 20% in size
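Steps: apoferritin (10 uM) was premixed with half-saturated 1-AMA in PBS, compounds were pin-transferred, plates stood 10 min at room temperature, fluorescence was read at 380/535 nm, and curves were fitted with a Hill equation.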
The depositor's hits bear a star; i = inactive; ? = inconclusive; / = not tested or not shown; [ ] = remark or other dose. Unless noted, the call rests on the fitted dose curve; in most records, active means well fitted curve in the direction sought with a large enough effect; inconclusive means small, poorly fitted or top-dose-only effect, or another doubt; inactive means no such curve, though single readings can be large; an effect the other way counts as inactive or inconclusive.

Key to letters – A = PGK inhibitor; B = Pol beta inh; C = Pol eta inh; D = RXFP1 antag; E = BLM helicase inh; F = Pol kappa inh; G = APEX1 inh; H = POLI inh; I = Apoferritin bind
1. CCOc1ccc(C2C(C(=O)O)CCC(=O)N2C2CCCCC2)cc1 (stereo not drawn)
  A: -5%	B: -20%	C: -17%	D: -5	E: 3%	F: -4%	G: -5%	H: 77%[activator]	I: 0%
2. COC(=O)c1ccc(-n2nnc(-c3nsc(NC(=O)c4ccc(Cl)cc4)n3)c2C)cc1
  A: 8%	B: 56µM*	C: -23%	D: /	E: -7%	F: -9%	G: /	H: ?	I: -9%
3. CCOC(=O)CCn1c2nc(C)cc(C)c2c(=O)n1-c1ccccc1
  A: -1%	B: 7%	C: -16%	D: 12	E: -3%	F: -7%	G: 7%	H: 0%	I: -12%
4. C=CCn1cc(CN2CCC(C(=O)Nc3cccc(-c4cccc(Cl)c4)c3)CC2)c(C)n1
  A: 0%	B: -6%	C: -13%	D: -11	E: 6%	F: -9%	G: -28%	H: -2%	I: -11%
5. CCOC(=O)N1CCN(C(=O)CCn2nc(-c3ccccc3)ccc2=O)CC1
  A: i	B: -1%	C: -20%	D: -1	E: -1%	F: -17%	G: 14%	H: 2%	I: -11%
6. COc1ccc(-c2nc(CSCC(=O)NCCc3ccc(C)cc3)c(C)o2)cc1OC
  A: 8%	B: -3%	C: 3%	D: 2	E: -7%	F: -2%	G: /	H: 17%	I: -3%
7. Nc1ccc(Br)c2cccnc12
  A: -5%	B: 20%	C: ?	D: -65*	E: -12%	F: 2%	G: -8%	H: ?	I: -20%
8. Cc1ccc(NC(=S)NC(=O)c2ccc(F)cc2)cc1S(=O)(=O)Nc1cccc(Cl)c1
  A: 6%	B: -11%	C: -9%	D: 3	E: -1%	F: -7%	G: -2%	H: 146%[activator]	I: ?
9. COc1ccc(NC(=O)C2CCN(S(=O)(=O)c3cccc4nonc34)CC2)cc1
  A: 1%	B: 22%	C: -5%	D: -3	E: -3%	F: -2%	G: 9%	H: 46%[activator]	I: 3%
10. CCC(C)NC(=O)c1cc(-c2ccc3c(c2)OCO3)on1 (stereo not drawn)
  A: -7%	B: 2%	C: -16%	D: -1	E: -6%	F: 5%	G: 25%	H: 48%[activator]	I: -9%

Arranged by molecular weight (ascending): part of the list above
Key to letters – A = PGK inhibitor; B = Pol beta inh; C = Pol eta inh; D = RXFP1 antag; E = BLM helicase inh; F = Pol kappa inh; G = APEX1 inh; H = POLI inh; I = Apoferritin bind
7. Nc1ccc(Br)c2cccnc12
  A: -5%	B: 20%	C: ?	D: -65*	E: -12%	F: 2%	G: -8%	H: ?	I: -20%
10. CCC(C)NC(=O)c1cc(-c2ccc3c(c2)OCO3)on1 (stereo not drawn)
  A: -7%	B: 2%	C: -16%	D: -1	E: -6%	F: 5%	G: 25%	H: 48%[activator]	I: -9%
3. CCOC(=O)CCn1c2nc(C)cc(C)c2c(=O)n1-c1ccccc1
  A: -1%	B: 7%	C: -16%	D: 12	E: -3%	F: -7%	G: 7%	H: 0%	I: -12%
1. CCOc1ccc(C2C(C(=O)O)CCC(=O)N2C2CCCCC2)cc1 (stereo not drawn)
  A: -5%	B: -20%	C: -17%	D: -5	E: 3%	F: -4%	G: -5%	H: 77%[activator]	I: 0%
5. CCOC(=O)N1CCN(C(=O)CCn2nc(-c3ccccc3)ccc2=O)CC1
  A: i	B: -1%	C: -20%	D: -1	E: -1%	F: -17%	G: 14%	H: 2%	I: -11%
9. COc1ccc(NC(=O)C2CCN(S(=O)(=O)c3cccc4nonc34)CC2)cc1
  A: 1%	B: 22%	C: -5%	D: -3	E: -3%	F: -2%	G: 9%	H: 46%[activator]	I: 3%
6. COc1ccc(-c2nc(CSCC(=O)NCCc3ccc(C)cc3)c(C)o2)cc1OC
  A: 8%	B: -3%	C: 3%	D: 2	E: -7%	F: -2%	G: /	H: 17%	I: -3%
4. C=CCn1cc(CN2CCC(C(=O)Nc3cccc(-c4cccc(Cl)c4)c3)CC2)c(C)n1
  A: 0%	B: -6%	C: -13%	D: -11	E: 6%	F: -9%	G: -28%	H: -2%	I: -11%
2. COC(=O)c1ccc(-n2nnc(-c3nsc(NC(=O)c4ccc(Cl)cc4)n3)c2C)cc1
  A: 8%	B: 56µM*	C: -23%	D: /	E: -7%	F: -9%	G: /	H: ?	I: -9%
8. Cc1ccc(NC(=S)NC(=O)c2ccc(F)cc2)cc1S(=O)(=O)Nc1cccc(Cl)c1
  A: 6%	B: -11%	C: -9%	D: 3	E: -1%	F: -7%	G: -2%	H: 146%[activator]	I: ?

This is a subset; rates above refer to the full screens.
